# LMPTP block – blocks human LMPTP phosphatase | recombinant LMPTP-A, OMFP fluorogenic substrate, fluorescence intensity | inhibition, % at 20 µM | hit rate 0.22% among 360,000 | P24666 | AID 651560;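 active = compounds that cut the enzyme signal by at least half of the control window in the single-dose screen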;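 also: plate controls were DMSO wells with enzyme plus substrate for no effect and substrate without enzyme for full effect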
#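 Test system: LMPTP-A phosphatase enzyme; input: 0.625 nM LMPTP-A final; reagent: OMFP substrate, 400 µM final; compound dosing: 20 µM single dose, 3% DMSO; incubation: 50 min dark incubation at room temperature; measured by: endpoint fluorescence intensity from OMFP dephosphorylation; measure: % inhibition relative to no-enzyme and uninhibited control wells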
# CSN inh – CSN deneddylation inhibition. Purified CSN, SCF-Nedd8-OG deneddylation, fluorescence polarization. Q92905. inhibition, % at 12.5 µM. hit rate 0.38% among 360,000;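 active = pattern-corrected inhibition above about 35%, with an unprinted fluorescence ratio check between 0.5 and 1.5, limit read from the data, passing the limit was not always enough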;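 also: 0% = enzyme with substrate and 100% = substrate without enzyme; some results filed as inactive read as strong as hits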
# Target sequence (Q92905 whole entry, looked up, one chain of several): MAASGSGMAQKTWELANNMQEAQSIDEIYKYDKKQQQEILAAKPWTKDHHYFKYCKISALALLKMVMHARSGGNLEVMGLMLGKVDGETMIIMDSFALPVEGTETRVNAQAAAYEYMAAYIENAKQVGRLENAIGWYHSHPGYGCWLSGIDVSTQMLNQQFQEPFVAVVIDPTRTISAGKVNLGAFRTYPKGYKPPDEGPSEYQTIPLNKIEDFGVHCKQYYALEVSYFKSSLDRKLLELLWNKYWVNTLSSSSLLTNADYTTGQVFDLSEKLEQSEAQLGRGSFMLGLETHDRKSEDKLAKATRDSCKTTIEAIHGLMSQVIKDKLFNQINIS
#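 test system = HEK293T-derived human Csn5 enzyme | amount = 0.24 nM Csn5 enzyme, final concentration | medium = Tris/NaCl/DTT buffer, pH 7.5 | schedule = 90 min reaction at room temperature | signal = FP | evaluation = inhibition of Csn5 cleavage, % | compound dosing = single dose of 12.5 µM compound with 0.25% DMSO | probe or stimulus = 10 nM SCFSkp2-Nedd8OG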
# STEP block – blocks human striatal-enriched tyrosine phosphatase | P54829 | hit rate 0.25% among 360,000 | recombinant STEP, OMFP fluorogenic substrate, fluorescence | inhibition, % at 20 µM | AID 588621;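 active = inhibition at 20 µM, scaled per plate between control wells, above about 37%, limit read from the data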;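 also: 0% = DMSO with enzyme and substrate and 100% = substrate only without enzyme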
# Target sequence (P54829 whole entry, looked up): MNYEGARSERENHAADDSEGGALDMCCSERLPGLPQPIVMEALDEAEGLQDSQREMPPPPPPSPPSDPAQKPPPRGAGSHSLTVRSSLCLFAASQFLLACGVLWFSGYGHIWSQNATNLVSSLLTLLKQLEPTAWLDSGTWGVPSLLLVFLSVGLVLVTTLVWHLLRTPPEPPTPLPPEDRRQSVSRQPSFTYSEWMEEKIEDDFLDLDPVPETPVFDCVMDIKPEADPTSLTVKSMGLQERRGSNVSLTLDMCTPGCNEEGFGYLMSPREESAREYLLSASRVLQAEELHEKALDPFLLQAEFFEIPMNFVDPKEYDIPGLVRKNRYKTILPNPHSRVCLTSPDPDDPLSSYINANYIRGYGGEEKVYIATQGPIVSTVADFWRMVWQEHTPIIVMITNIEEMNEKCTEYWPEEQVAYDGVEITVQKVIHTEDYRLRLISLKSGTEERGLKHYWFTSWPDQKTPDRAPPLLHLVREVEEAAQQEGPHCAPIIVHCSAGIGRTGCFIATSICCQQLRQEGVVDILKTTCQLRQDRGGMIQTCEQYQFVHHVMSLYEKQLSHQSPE
#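 Also added – OMFP at 25 µM · Test system – STEP tyrosine phosphatase · Technique – FITC-channel fluorescence of OMFP product · Schedule – 20 min at room temperature, dark · Evaluation – control-normalized % inhibition with plate pattern correction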
# NadD inh – inhibitors of Staphylococcus aureus NadD. inhibition, % at 20 µM. hit rate 0.78% among 360,000. purified NadD enzyme, colorimetric absorbance read-out; in the data active = inhibition above about 26%; also: some compounds past the cut are filed as inactive
# Scp-1 inhibitor – inhibitors of human Scp-1 phosphatase. inhibition, % at 20 µM. AID 493091. Q9GZU7. hit rate 0.88% among 340,000. Recombinant Scp1, phosphopeptide, malachite green phosphate absorbance;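 active = inhibition above about 50% at 20 µM, limit read from the data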;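 also: plate controls were DMSO wells with enzyme for no effect and wells lacking enzyme for full effect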
#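 Test system: SCP-1 catalytic domain; Buffer or medium: Acidic Tris acetate buffer with magnesium and detergent; Also added: Phosphorylated 17-residue peptide substrate; Compound: single 20 µM dose, 1% DMSO; Schedule: enzyme reaction 45 min at room temperature, colour 5 min, stabilisation 30 min; Signal: Phosphate-binding colour reagent, absorbance read at 630 nm.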
# SUMO1-SIM PPI – SUMO1-SIM interaction modulation; inhibition, % at 20 µM; SUMO1 binding to a labelled peptide, TR-FRET, 1 h; P63165; hit rate 0.33% among 360,000; in the data active = inhibition above about 37%
# Target sequence (P63165 whole entry, looked up): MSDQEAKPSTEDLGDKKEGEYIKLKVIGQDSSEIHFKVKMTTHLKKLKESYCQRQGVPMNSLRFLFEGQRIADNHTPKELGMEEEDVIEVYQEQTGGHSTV
# DNMT1 block – DNMT1 (human) enzyme inhibition | inhibition (reported as % activation of signal), % at 10 µM | hit rate 0.83% among 360,000 | AID 588458 | P26358 | DNMT1 molecular beacon, Hinp1I cleavage, fluorescence; in the data active = inhibition above about 50%
# Rpn11 inh – blocks the human proteasome subunit Rpn11; O00487; human 26S proteasome, Ub4-pepOG fluorescence polarization; 20S core pre-blocked with epoxomicin; calls only at 20 µM; hit rate 0.59% among 360,000;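 active = inhibition at 20 µM, scaled to each plate's controls, above about 33%, limit read from the data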
# MsrA inhibitor – inhibitors of bovine MsrA | AID 651718 | purified bovine MsrA, absorbance read-out | inhibition, % at 15.5 µM | hit rate 0.75% among 360,000; in the data active = inhibition above about 4.5%;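 also: 0% = vehicle wells with enzyme and 100% = reference inhibitor wells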
# Tb MetRS inh – blocks T. brucei methionyl-tRNA synthetase activity; inhibition, % at 11.9 µM; hit rate 0.4% among 360,000; purified T. brucei MetRS, ATP depletion, Kinase-Glo luminescence;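 active = inhibition above a per-plate cutoff of the control wells' mean inhibition plus 3 SD, cut at about 5.5% in these data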;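 also: 0% = DMSO wells median and 100% = median of wells with control inhibitor compound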
#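 technique = Kinase-Glo luminescence, ATP depletion format | system = purified MetRS (methionyl-tRNA synthetase) enzyme from Trypanosoma brucei | timing = 15 min preincubation, 2 h reaction, all 25 °C | evaluation = percent inhibition versus plate control medians | dosing = single dose, 11.9 µM final nominal, 0.9% final DMSO | also added = substrates ATP, L-methionine and bulk Escherichia coli tRNA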
# * hit, by the source's call; i = inactive; . = no result given; + = active, no number; & = joins results of further samples.
# The line under a structure holds: LMPTP block	CSN inh	STEP block	NadD inh	Scp-1 inhibitor	SUMO1-SIM PPI	DNMT1 block	Rpn11 inh	MsrA inhibitor	Tb MetRS inh
- COc1ccccc1N1CCN(C/C(O)=C(\C#N)c2nc(-c3ccccc3)cs2)CC1
    -1.2	4	3	5	-5	27	-8	i	1.4	-0.2
- Cc1cccc(C)c1NC(=O)CNC(=O)c1cn(-c2ccccc2)nc1-c1ccccc1
    0.0	-1	-1	-1	-5	0	-1	i	1.8	5.5
- COc1cc(NS(=O)(=O)c2ccc(NC(=S)NC(=O)C(C)(C)C)cc2)nc(OC)n1
    -1.3	1	2	-3	-2	1	0	i	0.6	-0.7
- CCOc1ccc(S(=O)(=O)N2CCCC(C(=O)Nc3cc(C)cc(C)c3)C2)cc1 (stereo not drawn)
    3.5	0	2	-5	-3	1	2	i	1.6	-0.6
- COc1ccc(NC(=O)CN(C)C(=O)C23CC4CC(CC(C4)C2)C3)cc1
    -0.1	-4	4	-2	-13	-3	0	i	1.9	-0.1
- COc1cccc(C(=O)N(Cc2cc3cc(C)ccc3[nH]c2=O)CC2CCCO2)c1 (stereo not drawn)
    -0.4	6	-5	0	-4	3	5	i	0.8	1.8
- COCC(C)n1c(-c2ccc3c(c2)NC(=O)CO3)csc1=Nc1ccc(OC(F)F)cc1 (stereo not drawn)
    3.5&4.2	-6&-9	0&-4	1&-2	-7&20	4&-2	-11&-13	i	-0.3&3.9	0.2&-0.6
- Cn1cnnc1SCCOc1ccc(Cl)cc1
    -1.6	2	-5	-10	-2	-1	3	i	0.8	-0.7
- NNC(=O)c1ccc(-c2cccc([N+](=O)[O-])c2)o1
    -1.1	5	-4	-16	-2	-22	1	i	0.1	-0.4
- CCCNC(=O)c1ccc(CN2CCOCC2)cc1
    -0.3	3	-1	-4	-7	2	2	i	-0.6	-0.1
- CC1=NOC(=O)/C1=C\c1ccc2c(c1)OCO2
    -0.5	7	-1	19	-3	3	0	i	-0.6	-0.5
- Cc1noc(C)c1C(=O)Nc1ccc2ccccc2c1
    0.1	-4	-2	-1	-5	-1	-1	i	-0.2	-0.4
- NC(=NC(=O)c1ccccc1)N1N=CCC1c1ccccc1 (stereo not drawn)
    -0.3	-2	-1	4	-3	-2	-1	i	-0.5	0.5
- NC(=O)c1cc2ccccc2o/c1=N\NC(=O)c1ccc(F)cc1
    0.3	1	3	-31	11	-26	-1	i	-0.3	-2.1
- O=C(CN1C(=O)c2ccccc2S1(=O)=O)c1ccc(O)c(O)c1
    0.8	1	0	2	-3	3	3	i	1.6	-0.2
- COc1ccc(-c2csc(NC(=O)c3cc(-c4cccs4)nc4ccccc34)n2)c(OC)c1
    0.3	-8	2	34*	2	1	-8	i	2.9	-0.4
- CCc1noc(C)c1C(=O)N1CCN(S(=O)(=O)c2ccc(Cl)cc2)CC1
    0.0	-2	-4	2	-9	4	3	i	-0.5	-0.1
- CCOc1cc(C(=O)N/N=C\c2cn(CC)nc2C)cc(OCC)c1OCC
    1.7	-8	1	3	-8	2	-3	i	-0.7	0.2
- CCOC(=O)N1CCN(C(=O)C[C@@H]2C[C@@]3(C(=O)OCC)CCCC=C3N(Cc3ccco3)C2=O)CC1
    -0.4	-2	.	0	.	0	.	.	0.2	-1.7
- CCC(C)c1ccccc1N1CC(C(=O)N(C)CC(=O)Nc2cccc(F)c2)CC1=O (stereo not drawn)
    1.5	4	0	-2	-1	-1	1	i	-1.0	0.2

# Three compounds out of the list above, ordered by their value in NadD inh, ascending.
canonical_smiles | NadD inh
CCC(C)c1ccccc1N1CC(C(=O)N(C)CC(=O)Nc2cccc(F)c2)CC1=O (stereo not drawn) | -2
CCc1noc(C)c1C(=O)N1CCN(S(=O)(=O)c2ccc(Cl)cc2)CC1 | 2
CC1=NOC(=O)/C1=C\c1ccc2c(c1)OCO2 | 19

# Further records:
# The line under a structure holds: LMPTP block	CSN inh	STEP block	NadD inh	Scp-1 inhibitor	SUMO1-SIM PPI	DNMT1 block	Rpn11 inh	MsrA inhibitor	Tb MetRS inh
- CC(=O)N1CCN(c2ccc(NC(=O)COc3ccc(Cl)cc3Cl)cc2)CC1
    -0.4	-4	2	4	3	2	-6	i	2.5	1.5
- Cc1ccc(C(=O)N/C(=C\c2cccs2)C(=O)NCCCn2ccnc2)cc1C
    -8.8	-1	-6	7	-11	-14	0	i	1.7	0.1
- Cc1cc(C(=O)NNC(=O)COc2c(C)cc(Br)cc2C)n[nH]1
    1.7	1	0	-2	1	1	2	i	0.2	0.1
- CC(=O)C1=C(C)NC(SCC(=O)c2ccc(Cl)c(Cl)c2)=C(C#N)C1c1ccco1 (stereo not drawn)
    2.0	11	2	3	-13	1	-15	+	-0.1	0.0
- Cn1c(=O)c2[nH]c(=O)cnc2n(C)c1=S
    0.0	0	2	-3	4	2	-1	i	-0.7	-1.0
- Cc1c(C)[n+](=O)c2c(n1[O-])CCC2
    -0.9	-2	2	7	1	0	0	i	-0.5	-0.6
- COc1ccccc1NC(=S)N(CCc1nc2cc(C)c(C)cc2[nH]1)Cc1cccnc1
    -1.8	-1	1	-1	-4	8	-3	i	-0.4	1.7
- Cc1ccc(S(=O)(=O)N2CCN(C(=O)N3CCOCC3)C2c2ccc(N(C)C)cc2)cc1 (stereo not drawn)
    -1.5	0	-5	3	-5	-3	-2	i	0.6	0.6
- CC(=O)Nc1nc2c(F)cccc2s1
    -0.8	1	-4	3	-9	-1	7	i	-1.1	0.3
- Cc1cc(NC(=O)c2ccccc2F)n(-c2nc3ccccc3[nH]2)n1
    4.7	7	4	4	-2	29	11	i	1.5	-0.7
- CCN(CC)CCCNC(=O)c1ccc(C)c(NC(=O)C2=C(C)OCCS2)c1
    -2.5	0	-1	-5	0	-6	2	i	1.2	-0.3
- COc1ccccc1N1C(=O)CSC1=S
    -1.5	3	0	-6	-2	2	-1	i	0.7	-0.6
- CC(C)n1c(=O)c2ccccc2n1Cc1cn(Cc2cccnc2)nn1
    -0.6	-3	0	0	.	2	3	i	0.8	-0.1
- Cc1ccc(CNc2cnn(C34CC5CC(CC(C5)C3)C4)c(=O)c2Cl)cc1
    -0.5	-7	9	6	5	-11	5	i	-0.5	-0.5
- CS(=O)(=O)N1CCC(Oc2cccc(C(=O)NCCCC3CCCC3)c2)CC1
    -0.7	2	0	2	-5	0	0	i	.	-0.3
- Cc1cccn2cc(CCNC(=O)Cc3cccs3)nc12
    0.4	-4	-1	0	-7	-4	4	i	1.1	-0.7
- Nc1cc2c(cc1C(=O)c1ccc(Cl)cc1)OCCO2
    1.0	1	4	-2	-7	-16	-6	i	0.8	-0.3
- Cc1ccc(C(=O)NC(Cc2c[nH]c3ccccc23)C(=O)O)o1 (stereo not drawn)
    -1.6	0	1	-4	3	2	-6	i	-0.2	-1.6
- CCOC(=O)c1ccc(N2C(=O)CC(Sc3nnc(C)s3)C2=O)cc1 (stereo not drawn)
    -5.2	1	-2	7	0	-5	-1	i	0.0	-0.5
- COc1ccccc1-c1noc(-c2cccnc2)n1
    -1.0	-2	1	-1	0	1	-3	i	-0.7	-2.6

# Next section:
# The line under a structure holds: LMPTP block	CSN inh	STEP block	NadD inh	Scp-1 inhibitor	SUMO1-SIM PPI	DNMT1 block	Rpn11 inh	MsrA inhibitor	Tb MetRS inh
- Brc1cnc2nc(SC/C=C/c3ccccc3)[nH]c2c1
    -1.8	-3	5	4	14	3	8	i	-1.1	-0.6
- Cc1cccn2c(=O)nc(SCC(=O)Nc3ccc4c(c3)OCCO4)nc12
    2.4	-5	-1	-3	2	-2	0	i	2.5	-0.5
- CCCN(CC(=O)Nc1ccccc1C)C(=O)c1ccc(C2SCCS2)cc1
    0.6	2	1	-10	0	1	-2	i	-0.9	-0.3
- CC(C(=O)Nc1ccc(S(=O)(=O)N2CCCC2)cc1)N(C)CC(=O)Nc1cccc(F)c1 (stereo not drawn)
    0.7	-10	-2	-9	4	0	-6	i	-0.3	-0.4
- CC1(C(=O)N(CC(=O)NC2CCCC2)Cc2ccco2)CC(=O)N=C2C=CC=CN21 (stereo not drawn)
    -1.9	1	0	-1	0	-1	2	i	3.1	0.4
- CCCS(=O)(=O)NC(=O)C1(C)CCCN(C(=O)CSc2ccccc2)C1 (stereo not drawn)
    -1.6	3	0	-1	.	5	0	i	-1.2	0.2
- COc1cc2c(cc1OC)CN(Cc1cc(=O)oc3cc(C)c(Cl)cc13)CC2
    1.1	-1	-1	22	-4	-16	-13	i	-0.2	0.3
- O=C(O)CN(c1cccc(C(F)(F)F)c1)S(=O)(=O)c1ccccc1
    -1.1	-9	3	-4	-12	-1	1	i	0.5	-0.8
- COc1ccc(NC(=O)NC(C)c2ccc3c(c2)OCO3)cc1OC (stereo not drawn)
    -0.4	-2	0	-8	-5	-1	1	i	-0.9	-0.5
- CCOc1ccccc1C(=O)NCCCn1ccnc1
    -5.5	-3	-2	-4	0	-1	-1	i	-0.9	-0.3
- COc1ccccc1CNC(=O)C1CCN(S(=O)(=O)c2ccc(N3CCCC3=O)cc2)CC1
    -1.5	-1	-2	-8	-5	1	-2	i	-0.9	-0.2
- CNC(=S)NC(CC(=O)OC)c1ccc2c(c1)OCO2 (stereo not drawn)
    -1.4	-1	0	-5	-12	3	0	i	-0.3	-0.3
- COc1cc(OC)cc(-c2sc3ccc(OC)cc3c2C#CCCO)c1
    3.5	5	-3	-15	-9	-3	-29	i	3.9	-0.1
- CCN=C(NC#N)SCc1c(F)cccc1Cl
    0.2	4	3	0	-1	0	3	i	-0.7	-0.3
- COc1cc(/C=N/NC(=O)c2cccc([N+](=O)[O-])c2)cc(OC)c1O
    -0.2	4	1	0	-10	23	-1	i	1.2	0.3
- COc1cccc(C2C(=O)N(C3CCCCC3)CC(=O)N2Cc2ccc(F)cc2)c1 (stereo not drawn)
    -0.4	-7	3	-7	-4	0	2	i	-0.3	-0.5
- COc1ccc(C(=O)NCCc2ccccc2F)cc1OC1CCN(C(C)=O)CC1
    -1.0	-2	-2	1	-2	3	-1	i	-1.4	-0.4
- CCC(C)NC(=O)[C@@H]1CCCN1C(=O)C1CCN(S(=O)(=O)c2ccc(C)cc2)CC1 (stereo partly drawn)
    1.3	-3	-4	1	5	-2	4	i	-1.2	-0.3
